Jurkat NFkB inh: inhibitors of the PMA/ionomycin-induced NF-kB reporter in Jurkat cells; PMA/ionomycin-induced NF-kB luciferase reporter, luminescence; inhibition, % at 4 µM; 330,000 tested, 0.53% active; AID 435003; in the data active = inhibition above about 50%
UPR CHOP act: apoptotic UPR (CHOP) activation; 330,000 tested, 0.34% active; CHO-CHOP luciferase reporter, luminescence; percent of tunicamycin response over DMSO baseline; AID 449763; activation, % at 10 µM;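 active = at 10 µM dose, activation of 40% or more, normalized to positive control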;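 also: 100% = tunicamycin at 10 µg/mL and 0% = DMSO alone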
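Test system: CHO-CHOP cells, stable luciferase reporter of PERK-eIF2a-CHOP signalling | Quantity: 500 CHO-CHOP cells per well | Buffer or medium: F12 plus 10% serum | Compound dosing: 10 µM single point, 0.5% DMSO | Schedule: 6 h compound treatment, 37 °C | Signal: Luciferase luminescence | Control set: Tunicamycin high control, DMSO low control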
APJ antagonist: APJ receptor antagonism | CHO-K1 APJ beta-arrestin complementation, luminescence | P35414 | inhibition, % at 20 µM | 330,000 tested, 0.32% active;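 active = inhibition above about 40% at 20 µM, limit read from the data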;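 also: cells challenged with 10 nM apelin-13 agonist together with compound; plate controls were apelin-13 plus DMSO wells for no effect and DMSO wells lacking apelin-13 for full effect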
Target sequence (P35414 whole entry, looked up): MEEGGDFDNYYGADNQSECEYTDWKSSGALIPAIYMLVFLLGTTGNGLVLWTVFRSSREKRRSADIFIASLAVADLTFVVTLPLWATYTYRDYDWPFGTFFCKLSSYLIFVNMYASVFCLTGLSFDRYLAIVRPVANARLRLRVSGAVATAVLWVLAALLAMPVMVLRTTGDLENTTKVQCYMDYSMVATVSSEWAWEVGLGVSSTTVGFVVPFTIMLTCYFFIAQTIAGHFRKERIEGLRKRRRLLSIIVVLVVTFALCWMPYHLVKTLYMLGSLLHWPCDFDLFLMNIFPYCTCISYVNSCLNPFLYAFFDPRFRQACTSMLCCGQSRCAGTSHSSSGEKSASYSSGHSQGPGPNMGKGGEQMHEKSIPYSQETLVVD
UPR XBP1 act: activators of adaptive arm of unfolded protein response (XBP1); CHO-XBP1 luciferase reporter, IRE1-XBP1 UPR activation, luminescence; percent of tunicamycin response, DMSO as zero; activation, % at 20 µM; 330,000 tested, 0.33% active;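 active = versus positive control, 20 µM dose yields 30% or more activation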;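 also: 100% = tunicamycin at 10 µg/mL and 0% = DMSO only wells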
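incubation = overnight seeding at 37 °C, 6 h compound treatment at 37 °C | assay system = CHO-XBP1 cells stably carrying IRE1-XBP1-driven luciferase reporter | input = 1000 cells per well | detection = luciferase luminescence | dosing = single point, 20 µM final compound, 1% DMSO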
APJ agonist: activates the human apelin receptor APJ; P35414; CHO-K1 APJ PathHunter beta-arrestin, luminescence; 0% DMSO wells, 100% apelin; activation, % at 20 µM; 330,000 tested, 0.11% active; AID 2520;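 active = activation more than six SD over the plate average, tested at 20 µM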;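 also: 0% = DMSO alone and 100% = apelin-13 at 10 nM; some results filed as inactive read as strong as hits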
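Test system – PathHunter CHO-K1 APJ (AGTRL-1) beta-arrestin reporter cells · Input – 1000 cells/well · Compound – single test compound dose, 20 µM final, 1% DMSO · Times – compound stimulation 90 min at 25 °C, detection 60 min · Technique – beta-gal luminescence · Read-out basis – APJ–arrestin association signal · Control set – negative DMSO alone, positive Apelin-13 at 10 nM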
697 NFkB inh: inhibitors of the PMA/ionomycin-induced NF-kB reporter in 697 B cells. 697 B-cell NF-kB luciferase reporter, 16 h. inhibition, % at 4 µM. 330,000 tested, 0.33% active. AID 435022; in the data active = inhibition above about 35%
Mdm2-MdmX inh: disrupts the human Mdm2-MdmX interaction | SaOS-2 split-luciferase Mdm2/MdmX complementation, luminescence | inhibition, % at 8 µM | AID 485346 | O15151+Q00987 | 330,000 tested, 3% active;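 active = inhibition of at least 50% at 8 µM in the primary screen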
tim23-1 inh: inhibits growth of tim23-1 mutant yeast; S. cerevisiae tim23-1 growth, BacTiter-Glo luminescence, 24 h; inhibition, % at 20 µM; 330,000 tested, 1.3% active;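 active = growth inhibition of the mutant yeast at or above 50%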;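 also: temperature-sensitive mutant grown at 25 °C; plate controls were DMSO-treated mutant yeast for no effect and medium wells lacking yeast for full effect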
The depositor's hits bear a star. Rows are unselected, and some 5% of all compounds hit somewhere here.

SMILES	Jurkat NFkB inh	UPR CHOP act	APJ antagonist	UPR XBP1 act	APJ agonist	697 NFkB inh	Mdm2-MdmX inh	tim23-1 inh
COc1cc(NC(=S)NCCC(c2ccccc2)c2ccccc2)c(OC)cc1Cl	-11	1.7	-4	-1	0	-3	31	11
CCOC(=O)C1=C(C)NC(=O)NC1/C=C\c1ccccc1 (configuration not stated)	3	1.7	6	-5	-3	4	24	12
COc1ccccc1C(=O)Nc1ccc(-c2nnn(CC(=O)N3CCN(C(=O)c4ccco4)CC3)n2)cc1	-6	0.8	6	1	-2	-15	-21	16
CSc1ccc(/C=N/N(C)S(=O)(=O)c2ccc(C)cc2)cc1	14	-1.7	-6	-2	-1	-6	14	12
O=C(NCC(=O)N1CCN(S(=O)(=O)c2ccccc2F)CC1)c1ccc2c(c1)OCO2	-5	-1.7	9	0	4	5	3	12
COc1ccc(-c2ccc(SCc3ccccn3)nn2)cc1OC	-20	1.3	-42	1	3	-33	5	17
CCOC(=O)Nc1ccc2ncn(C)c(=O)c2c1	14	-0.1	16	-3	-1	19	8	3
Cc1ccc(S(=O)(=O)CCC(=O)NNC(=O)CN(C)S(=O)(=O)c2ccc(C)cc2)cc1	11	-1.7	1	-1	-4	4	21	-9
Cc1nn(-c2ccccc2)c(/N=C/c2ccccc2O)c1-c1ccccc1	-41	7.2	13	-1	-5	-45	-16	30
O=c1c2nccnc2[nH]c(=S)n1Cc1ccccc1Cl	4	2.5	16	-3	-7	6	12	22
COc1cc(/C=C2\NC(=S)N(C)C2=O)ccc1O	11	-1.1	-36	0	-4	-14	14	15
CCOC(=O)c1c(-c2cccs2)csc1NC(=O)CSc1ncn[nH]1	-21	-1.5	30	-3	0	6	23	23
Cc1ccc(CNC(=O)Nc2ccccc2)c(C)c1	-63	6.2	-15	-5	2	-60	-45	-10
O=C(Nc1ccon1)C1CCN(S(=O)(=O)c2cccs2)CC1	-4	-0.1	8	-2	1	3	6	-5
COc1ccc(C2C=C(c3ccccc3)Nc3nnnn32)cc1 (configuration not stated)	-2	-0.3	9	1	-4	-14	-13	13
O=C(c1ccccn1)N(Cc1ccco1)C1(C(=O)NC2CCCCC2)CCCCC1	6	1.7	11	-2	-6	4	-6	14
CN(CC(=O)Nc1ccc(OC(F)(F)F)cc1)C(=O)C1CCC1	2	1.1	14	-1	-2	0	-17	3
COc1ccc(CCN2C(=O)CN=C2Nc2ccc(F)cc2)cc1OC	-19	-1.7	-2	-4	0	8	-12	7
Cc1ccccc1S(=O)(=O)Cc1ccc(C(=O)NCCCN2CCN(C)CC2)o1	0	1.1	-5	-1	-5	9	9	-7
CCc1nn(C(CC)C(=O)NCc2cccs2)c(=O)c2cc3occc3n12 (configuration not stated)	10	-1.2	9	-2	-2	-7	19	21
Cc1ccc2c(c1)c1ncnc(N3CCN(c4ccccc4)CC3)c1n2C	-7	0.9	21	-2	0	3	26	30
CC(O)C(NC(=O)OCc1ccccc1)C(=O)OCc1ccccc1 (configuration not stated)	3	2.2	5	-2	-4	13	3	6
Cc1cccc2c(CCNC(=O)c3ccc([N+](=O)[O-])cc3)c[nH]c12	-8	-0.2	-7	-2	2	-14	7	-1
CCOc1cc2c(cc1OC)C(c1cccc([N+](=O)[O-])c1)NCC2 (configuration not stated)	1	-1.5	-17	5	-2	-15	22	11
O=C(NCCc1ccc(Cl)cc1)C1CCCO1 (configuration not stated)	-8	1.6	12	-2	1	5	6	-16
Next part.
SMILES	Jurkat NFkB inh	UPR CHOP act	APJ antagonist	UPR XBP1 act	APJ agonist	697 NFkB inh	Mdm2-MdmX inh	tim23-1 inh
Cc1ccc(S(=O)(=O)N2CCCC2)cc1C(=O)NCc1ccccn1	-8	1.9	9	-7	-3	4	12	-10
Cc1ccc(COn2c(-c3ccc(Cl)cc3)nc3ccc([N+](=O)[O-])cc32)cc1	-148	14	-13	12	4	-168	-76	19
CCOc1ccc(N2C(=O)CC(N3CCc4ccccc43)C2=O)cc1 (configuration not stated)	-6	-0.9	9	4	-5	20	6	6
CCOCCCNC(=O)C(c1ccc(C)cc1)N(Cc1ccc2c(c1)OCO2)C(=O)CNC(C)=O (configuration not stated)	-10	0.1	2	0	-3	-2	23	10
CCCCC(=O)Nc1cccc(NC(=O)C(C)C)c1	-1	-0.3	4	2	-5	-16	-20	8
COc1ccc(-c2csc(NC(C)c3nc4cc(Cl)c(Cl)cc4n3CCOCCO)n2)cc1 (configuration not stated)	-4	-1.7	-87	1	-2	-2	33	19
Cc1ccc(-c2nc(C#N)c(NCc3cccc4c3OCO4)o2)cc1	-20	4.2	2	1	-3	-16	-9	32
C[C@H]1CC[C@@]2(O[C@@H](CCO)C[C@H](O)[C@H]2O)O1	-2	-0.7	-8	1	10	-5	-11	23
O=c1[nH]c(C2CCN(S(=O)(=O)c3cccc(Cl)c3)CC2)nc2c1nnn2Cc1ccccc1	7	4.3	-8	-4	2	-23	27	20
Cc1ccc(NC(=O)C2CCCN(S(=O)(=O)c3c(C)noc3/C=C/N(C)C)C2)cc1F (configuration not stated)	11	6.7	-10	0	-2	19	-2	-4
COc1ccc(N2Cc3cccc(C(=O)N4CCN(C(=O)c5ccco5)CC4)c3C2=O)cc1	6	1.0	4	0	3	-17	-20	-4
COc1ccc(C2=NN(C(=O)c3cccs3)C(c3ccccc3O)C2)cc1 (configuration not stated)	-14	0.0	9	2	-4	-4	-5	24
Cc1ccccc1OCC(=O)N=Nc1c(O)n(C)c2ccccc12	-7	1.7	-11	2	-5	3	-3	18
COc1ccc(Br)cc1C(=O)NC(=S)Nc1c(C)n(C)n(-c2ccccc2)c1=O	-4	3.9	-6	-5	-1	-4	12	30
COc1ccc(C(=O)NC2CCN(C(=S)Nc3cc(C)cc(C)c3)CC2)cc1	-10	-0.7	3	-2	-4	-8	-20	10
COc1cc(NC(=O)C2=COCCO2)c(OC)cc1Cl	-16	-0.9	-4	0	1	-37	-10	12
Cc1ccc(C(C(=O)NCc2ccco2)N(C(=O)Cc2cccs2)c2cccnc2)cc1 (configuration not stated)	-5	0.0	8	-1	-3	10	-8	-10
COc1ccc(Br)cc1/C=N/NC(=O)CNC(=O)C1COc2ccccc2O1 (configuration not stated)	5	0.4	10	-2	-4	9	14	15
CC(C)c1nc2cc(C(=O)N(C)C3CCOCC3)ccc2o1	-24	1.7	-13	-4	4	-41	13	7
COc1ccc(NC(=O)c2ccc3c(c2)NC(=O)CO3)cc1OC	-5	0.1	-10	0	-3	13	4	9
CCN(CC)CCn1c(NS(=O)(=O)c2ccc(Cl)cc2)nc2ccccc21	-25	1.0	16	-3	-4	-23	-13	22
S=c1[nH]nc(-c2cc3c(s2)-c2ccccc2CC3)o1	14	2.7	-10	0	0	-39	4	34
Cc1cc(C)cc(OCC(=O)N/N=C/c2ccc([N+](=O)[O-])o2)c1	10	3.7	-31	-2	3	10	12	52*
COC(=O)/C=C1\S/C(=N\N=C\CC(=O)OC)NC1=O	1	1.4	17	-2	0	13	11	5
COc1ccc2nc(NC(=O)c3ccc4ncsc4c3)sc2c1	-151	6.4	-102	8	3	-203	-179	-6

Molecules shown so far containing an aryl thioether with sulfur outside any ring:
SMILES	Jurkat NFkB inh	UPR CHOP act	APJ antagonist	UPR XBP1 act	APJ agonist	697 NFkB inh	Mdm2-MdmX inh	tim23-1 inh
CSc1ccc(/C=N/N(C)S(=O)(=O)c2ccc(C)cc2)cc1	14	-1.7	-6	-2	-1	-6	14	12
COc1ccc(-c2ccc(SCc3ccccn3)nn2)cc1OC	-20	1.3	-42	1	3	-33	5	17
CCOC(=O)c1c(-c2cccs2)csc1NC(=O)CSc1ncn[nH]1	-21	-1.5	30	-3	0	6	23	23

Next section.
SMILES	Jurkat NFkB inh	UPR CHOP act	APJ antagonist	UPR XBP1 act	APJ agonist	697 NFkB inh	Mdm2-MdmX inh	tim23-1 inh
Cc1ccc(-c2cnn(-c3cccc(C(F)(F)F)c3)c2N)cc1	-111	4.5	14	2	-2	-81	-136	9
O=C(N/N=C/c1c[nH]c2ccccc12)c1ccccc1Cl	-1	1.9	5	0	-2	22	9	17
COCCCNCCOc1cc(C(C)C)ccc1C	1	-0.4	9	0	0	2	15	-30
O=C(O)c1ccc(Nc2cnc3ccccc3n2)cc1	-5	6.0	10	0	0	-90	-13	3
C=CCn1c(SCC(=O)c2c(N)n(C)c(=O)n(C)c2=O)nc2sc(C)c(C)c2c1=O	0	-1.7	-3	3	0	-13	1	8
CCN(CC)C(=O)c1sc2nc(-c3ccccc3)ccc2c1N	-37	2.2	32	3	-4	-32	-42	19
CCCN1CCC(NCc2cn(C)nc2-c2ccc(Oc3ccccc3)cc2)CC1	-4	3.1	10	2	-5	-10	65*	-16
Cc1nc(C(=O)NCc2ccccc2)sc1C1(C)CC(c2cccc([N+](=O)[O-])c2)=NO1 (configuration not stated)	3	-0.3	19	-2	4	9	64*	13
CC1CN(C(=O)CCCN2C(=O)c3ccccc3C2=O)CC(C)O1 (configuration not stated)	9	-9.1	-4	-2	-2	14	15	15
COc1ccc(C(=O)Nc2ccc(S(=O)(=O)Nc3nccc(C)n3)cc2)cc1	19	0.3	12	-2	0	9	21	-1
O=C(Cn1c(CC(=O)N2CCCC2)nc2ccccc21)NCc1ccccc1	5	-1.5	8	1	-3	0	-3	6
C=C(C)C(=O)N1CC2(CC(c3cccc(NC(=O)COc4ccc(Cl)cc4)c3)=NO2)C[C@@H]1C(N)=O (some centres not stated)	-11	-0.1	2	0	1	-12	0	17
CCOc1ccc2nc(NCCCNS(=O)(=O)c3ccc(F)cc3)c(C#N)cc2c1	-2	-0.3	-9	0	7	-1	17	26
Cc1cc(O)c(-c2cc(C(=O)NCc3ccc4c(c3)OCO4)[nH]n2)cc1C	-1	-3.6	-7	-3	-1	2	-17	-5
COC(=O)c1ccncc1N	1	-0.3	7	-7	-2	12	-3	-7
CCN1CCN(C(=O)CN(c2cc(OC)ccc2OC)S(C)(=O)=O)CC1	4	0.8	-7	2	-1	-34	3	7
COc1cc(C(=O)NCCc2c[nH]c3ccccc23)ccc1OCc1c(C)noc1C	2	1.8	-13	0	5	13	32	10
CCc1c(C)sc(NC(=O)/C=C/C(=O)O)c1C(N)=O	2	2.4	5	0	-3	9	-4	4
O=C(c1ccccc1)c1ccc(OC(=O)N2CCCC2)cc1	-31	6.9	11	2	-2	-28	12	11
COc1ccc(S(=O)(=O)Nc2ccc3c(c2)COC3=O)cc1OC	-4	-2.0	-18	-2	-3	12	-4	15
COc1ccc(Cc2nnc(NN)[nH]c2=O)cc1OC	2	0.5	6	-3	0	10	-9	11
Cc1ccc(NC(=O)CN2C(=O)CCSc3ccc(S(=O)(=O)N4CCCC4)cc32)cc1	9	0.5	5	-3	-5	-25	23	-3

Some entries already given, limited to UPR XBP1 act and 697 NFkB inh:
| SMILES | UPR XBP1 act | 697 NFkB inh |
| --- | --- | --- |
| CCN(CC)C(=O)c1sc2nc(-c3ccccc3)ccc2c1N | 3 | -32 |
| O=c1c2nccnc2[nH]c(=S)n1Cc1ccccc1Cl | -3 | 6 |

Records listed above that bear a hit mark in Mdm2-MdmX inh:
Structure,Jurkat NFkB inh,APJ antagonist,APJ agonist,697 NFkB inh,Mdm2-MdmX inh
CCCN1CCC(NCc2cn(C)nc2-c2ccc(Oc3ccccc3)cc2)CC1,-4,10,-5,-10,65*
Cc1nc(C(=O)NCc2ccccc2)sc1C1(C)CC(c2cccc([N+](=O)[O-])c2)=NO1 (configuration not stated),3,19,4,9,64*
